GAA inhib = qHTS Assay for Inhibitors of Human alpha-Glucosidase as a Potential Chaperone Treatment of Pompe Disease; purified human GAA, 4-MU-alpha-glucoside fluorescence; Potency, µM (series often up to 76.9 µM), inactives show at the top dose activity change, negative = inhibition, most hits filed as inhibitors; 200,000 tested, 0.005% active; AID 1466, 2008;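 note: plate controls were uninhibited enzyme wells for no effect and no-enzyme background for full effect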
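Compounds are titrated up to 77 uM against 4 nM human enzyme. Substrate 4-methylumbelliferyl-alpha-D-pyranoside (400 uM) reacts 20 min at room temperature in pH 5.0 buffer; liberated 4-methylumbelliferone is read at 440 nm.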
Tau fluor cs = Counterscreen qHTS for Inhibitors of Tau Fibril Formation, Fluorescence Polarization | tau K18 P301L Alexa594 fluorescence, heparin fibrillization | 280,000 tested, 0.93% active | Potency, µM (titrated, usually from 57.7 µM), for inactives: top-dose activity change, negative = decrease | AID 1463, 2008; note: % is set by controls: 0 for no effect and ±100 for the full control effect; nearly all actives have a fitted effect of over 55% in size
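Human tau K18 P301L (15 uM unlabeled, 0.24 uM Alexa 594-labeled) in 100 mM sodium acetate pH 7 with 20 uM heparin, 6 hr at 37 C. ThT 30 uM added, 1 hr ambient; Alexa 594 FP and total fluorescence read at 555/632 nm.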
GAA glycogen mod = qHTS Assay for Inhibitors and Activators of Human alpha-Glucosidase Cleavage of Glycogen; 300,000 tested, 0.38% active; recombinant GAA, glycogen substrate, Amplex Red glucose oxidase fluorescence; Lysosomal alpha-glucosidase (Homo sapiens), P10253; Potency, µM (top dose mostly 76.4 µM), for inactives: top-dose activity change, negative = inhibition, actives largely listed as inhibitors; AID 2100, 2009;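 note: 0% = full enzyme reaction and -100% = no-enzyme basal signal; the screen sought inhibitors and activators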
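Recombinant enzyme (4 nM final) with compounds titrated up to 77 uM and bovine liver glycogen (30 ug) in citrate pH 5.0, 0.01% Tween-20, 37 C 40 min. Released glucose detected by Amplex Red/glucose oxidase (Ex 573/Em 610); AC50 from Hill fits.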
GAA spleen mod = qHTS Assay for Inhibitors and Activators of Human alpha-Glucosidase From Spleen Homogenate | human spleen homogenate, 4-MU-alpha-glucoside fluorescence | Potency, µM (titrated, usually from 79.9 µM), inactives show top-dose activity change, negative = inhibition, actives largely listed as inhibitors | 240,000 tested, 0.006% active;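 note: 0% = enzyme with vehicle and -100% = no enzyme basal signal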
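Compounds were titrated against alpha-glucosidase in spleen homogenate at pH 5.0, with 1 mM 4-methylumbelliferyl substrate for 40 min at 37 C. Reactions were quenched with pH 10 NaOH/glycine and fluorescence measured.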
HTT ATP protect = qHTS Multiplex Assay to Identify Dual Action Probes in a Cell Model of Huntington: Cytoprotection (ATP); Potency, µM (doses to about 56.4 µM), without a hit: cytoprotection (ATP increase), most hits filed as activators; 230,000 tested, 0.14% active; PC12 HTT-Q103 induced, cytoprotection, ATP luminescence, 40 h;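 note: % of control where 0% means no effect; nearly all actives have a fitted effect of over 45% in size; toxic huntingtin expression switched on by the ecdysone agonist tebufenozide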
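Compounds added alongside 100 nM tebufenozide, which induces toxic Q103 huntingtin exon 1-GFP in stable PC12 cells; surviving cells quantified by luminescent ATP measurement. Medium: phenol red-free DMEM, 5% equine and 5% calf serum.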
GLA spleen mod = qHTS Assay for Inhibitors and Activators of Human alpha-Galactosidase From Spleen Homogenate; human spleen homogenate, 4MU-alpha-Gal fluorescence, 40 min; Potency, µM (highest dose often 80 µM), inactives show at the highest dose activity change, negative = inhibition, usual class: inhibitors; 240,000 tested, 0.008% active; AID 2107, 2009;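 note: 0% = enzyme with vehicle and -100% = no enzyme basal signal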
Target sequence (P06280 32-429 limits assumed): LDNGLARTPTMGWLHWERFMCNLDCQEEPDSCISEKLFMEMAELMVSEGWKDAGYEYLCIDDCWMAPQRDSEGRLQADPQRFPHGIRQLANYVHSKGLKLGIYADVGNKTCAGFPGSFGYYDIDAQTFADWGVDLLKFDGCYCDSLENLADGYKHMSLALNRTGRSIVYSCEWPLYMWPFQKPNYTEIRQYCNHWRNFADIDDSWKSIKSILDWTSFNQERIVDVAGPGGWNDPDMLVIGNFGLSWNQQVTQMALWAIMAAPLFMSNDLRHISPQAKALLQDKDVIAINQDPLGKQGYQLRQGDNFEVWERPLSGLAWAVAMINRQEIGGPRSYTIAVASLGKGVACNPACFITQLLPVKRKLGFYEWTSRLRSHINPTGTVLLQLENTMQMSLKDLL
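Fluorogenic readout (Ex 365/Em 440 nm) of 4-methylumbelliferone released from 1 mM 4-MU-alpha-galactoside by spleen homogenate, 40 min at 37C, pH 5.0. Data normalized to no-enzyme and enzyme controls; Hill-equation AC50 from compound titrations.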
Tau ThT inhib = qHTS for Inhibitors of Tau Fibril Formation, Thioflavin T Binding. Microtubule-associated protein tau (Homo sapiens), P10636. recombinant tau K18 P301L, heparin-induced fibrillization, ThT fluorescence. Potency, µM (series often up to 57.4 µM), for the others: at the top dose activity, negative = inhibition, hits mostly inhibitors. 270,000 tested, 2.1% active. AID 1460, 2008; note: % is set by controls: 0 for no effect and ±100 for the full control effect; nearly all actives have a fitted effect of over 55% in size
Target sequence (P10636 561-689 P618L limits assumed): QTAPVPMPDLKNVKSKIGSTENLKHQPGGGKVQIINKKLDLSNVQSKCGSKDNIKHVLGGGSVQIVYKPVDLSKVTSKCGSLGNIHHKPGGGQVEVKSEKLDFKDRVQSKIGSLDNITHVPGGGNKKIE
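Using a mix of unlabeled (15 uM) and Alexa 594-labeled (0.24 uM) tau K18 P301L, heparin-triggered fibrillization over 6 hr at 37 C was scored by ThT fluorescence.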
Tau FP inhib = qHTS for Inhibitors of Tau Fibril Formation, Fluorescence Polarization | Potency, µM (top dose mostly 57.7 µM), for inactives: at the top dose activity, negative = inhibition, usual class: inhibitors | 280,000 tested, 0.39% active | K18 P301L tau heparin fibrillization, Alexa594 FP, 6 h | Microtubule-associated protein tau (Homo sapiens), P10636; note: % is set by controls: 0 for no effect and ±100 for the full control effect; nearly all actives have a fitted effect of over 55% in size
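Human tau K18 […] P301L fragment, 15 uM unlabeled plus 0.24 uM Alexa 594-labeled tau (final), with compound and 20 uM heparin in 100 mM sodium acetate pH 7; 6 hr at 37 C, then Alexa 594 FP read.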
* marks the source's active call; other numbers are inactive results; ? = inconclusive; · = not tested or not shown; [ ] = another dose, or the depositor's remark. Calls come from the whole dose curve; as a rule, active = well fitted curve in the direction sought with a large enough effect; inconclusive = small, poorly fitted or top-dose-only effect, or another doubt; inactive = no such curve, though single readings can be large; an effect the other way counts as inactive or inconclusive. Potency is the fitted concentration of half-maximal effect. The order is random. About 3.3% of those tested had a hit in this group.

no. | structure | GAA inhib | Tau fluor cs | GAA glycogen mod | GAA spleen mod
1 | Nc1cc(=O)[nH]c(SCC(=O)N2CCCc3ccccc32)n1 | 1% | -6% | -6% | -3%
2 | CC(C)C(OC(=O)c1nsc(Cl)c1Cl)C(=O)NC(C)(C)C (configuration not stated) | -3% | -4% | -18% | 2%
3 | Cn1c(=O)c2c(ncn2CC(=O)Nc2nc(-c3ccccc3Cl)cs2)n(C)c1=O | -11% | -9% | 4% | 10%
4 | O=C(NCc1ccccc1Cl)C1CC(=O)N(Cc2ccccc2)C1 (configuration not stated) | 0% | -6% | -3% | -14%
5 | CS(=O)(=O)CCC(C(=O)OCC(=O)c1ccc(Cl)cc1)N1C(=O)c2ccccc2C1=O (configuration not stated) | 8% | 1% | -4% | -3%
6 | O=c1oc2c(CN3CCOCC3)c(O)ccc2c2c1CCCC2 | ? | -1% | -11% | ?
7 | O=C(NC(=S)Nc1ccccn1)c1ccco1 | ? | -1% | 0% | -3%
8 | COCCNC(=O)c1onc(CSc2ccc(F)cc2)c1C(=O)NCCOC | · | 22% | 3% | -14%
9 | Cc1cc(/C=C2\C(=N)N3N=C(CC(=O)N4CCOCC4)SC3=NC2=O)c(C)n1Cc1ccccc1 | · | -10% | 7% | -2%
10 | S=c1[nH]nc(C2CCCCC2)n1Cc1ccccc1 | 12% | -12% | -4% | -7%
11 | O=C(O)Cn1c(-c2cccs2)cc2cc(Cl)ccc21 | · | -8% | -8%[76.3 µM] | ·
12 | O=C1O/C(=C/c2ccccc2)c2ccccc21 | 4% | -16% | 6% | -1%
13 | COc1cccc2c1cc1c(=O)n(CC(=O)N3CCN(c4ccc(Cl)cc4)CC3)nc(C)n12 | · | -26% | -3%[76.3 µM] | ·
14 | Cc1ccc(/C(O)=C/C(=O)C(=O)NNC(=O)C(O)(c2ccccc2)c2ccccc2)cc1 | 8% | 4% | -5% | 5%
15 | COc1cccc(NC(=S)N(CCN(C)C)C(C)c2ccco2)c1 (configuration not stated) | 3% | -6% | -4% | -5%

no. | HTT ATP protect | GLA spleen mod | Tau ThT inhib | Tau FP inhib
1 | -18%[10 µM] | -2% | -8% | -3%
2 | -9% | 3% | -6% | -2%
3 | -12% | 8% | -11% | -5%
4 | -14% | 0% | -2% | -7%
5 | 20%[10 µM] | -16% | 6% | -7%
6 | -16% | ? | -5% | 3%
7 | 9%[10 µM] | -8% | -6% | 3%
8 | 19%[10 µM] | -2% | 16% | 1%
9 | 0%[10 µM] | 0% | -12% | 1%
10 | 0%[10 µM] | -4% | -4% | -7%
11 | · | · | -9% | 2%
12 | 13%[10 µM] | 4% | -5% | -15%
13 | · | · | ? | -3%
14 | 8%[10 µM] | -3% | 5% | 5%
15 | 31%[10 µM] | 2% | -3% | -4%

Following part
no. | structure | GAA inhib | Tau fluor cs | GAA glycogen mod | GAA spleen mod
16 | N#Cc1ccccc1CN1C(=O)NC(Cc2c[nH]c3ccccc23)C1=O (configuration not stated) | -5% | -8% | 5% | -16%
17 | CNC(=O)Nc1ccc(S(N)(=O)=O)cc1 | -10% | -3% | 3% | -5%
18 | Cc1ccc(CSC2=Nc3ccccc3C3=NC(CCC(=O)NCc4ccco4)C(=O)N23)cc1 (configuration not stated) | 4% | -6% | -13% | -8%
19 | CCCc1nnc(NC(=O)c2ccncc2)s1 | -2% | -1% | 2% | ?
20 | CCc1ccc(/C(C)=N/Nc2cc(Cl)nc(C)n2)cc1 | 2% | -24% | ? | -25%
21 | NC(=O)CC(NC(=O)Cc1cccc2ccccc12)c1ccc(NC2CCC2)c([N+](=O)[O-])c1 (configuration not stated) | · | -12% | 4% | 1%
22 | O=C(NNc1ccccc1[N+](=O)[O-])Nc1ccccc1 | 2% | -22% | ? | 6%
23 | Cc1cc(-c2nc(C)c(C(=O)NN)s2)no1 | -15%[15.4 µM] | -13% | ? | -4%
24 | O=C(CSC1=Nc2ccccc2C2=NC(CC(=O)NCc3ccco3)C(=O)N12)NCC1CCCO1 (configuration not stated) | 13% | -22% | -5% | 18%
25 | COC(=O)c1ccc(Cl)cc1NC(=O)N1CCC(CN2CCCC2)CC1 | · | 0% | -2%[76.3 µM] | ·
26 | CCOC(=O)/C(C#N)=C/Nc1ccsc1C(=O)OC | 7% | -8% | -4% | -23%
27 | O=C1c2cccc(OCC(=O)N3CCCc4ccccc43)c2CCN1Cc1cccnc1 | 0% | -1% | 1% | 4%
28 | COc1ccc(C(=O)c2sc3nc(-c4ccccc4)ccc3c2N)cc1OC | -4% | ? | -9% | -9%
29 | O=C(NCCc1ccccc1)c1ccc(Cl)c([N+](=O)[O-])c1 | 0% | -22% | 0% | -7%
30 | CCCOc1ccc(CCC(=O)N/N=C/c2ccco2)cc1 | -8% | -16% | 4% | -3%

no. | HTT ATP protect | GLA spleen mod | Tau ThT inhib | Tau FP inhib
16 | -14% | -18% | -2% | -1%
17 | -5%[10 µM] | -4% | 8% | -6%
18 | -15% | 5% | -18% | ?
19 | -27% | ? | 1% | 0%
20 | -7% | 3% | -12% | -6%
21 | -1%[10 µM] | 5% | ? | 4%
22 | 20% | 6% | ? | -4%
23 | -16%[10 µM] | -1% | -16% | -4%
24 | 1% | ? | ? | ?
25 | · | · | -3% | 0%
26 | 29%[10 µM] | 2% | -7% | -4%
27 | -23% | 1% | -5% | 0%
28 | -10% | -1% | -8% | 2%
29 | -30% | -8% | -5% | -6%
30 | -5%[10 µM] | 7% | ? | -5%

Next part:
no. | structure | GAA inhib | Tau fluor cs | GAA glycogen mod | GAA spleen mod
31 | O=C(c1ccc(CN2CCOCC2)cc1)N1CCN(Cc2ccccc2)CC1 | -5% | 7% | -1% | 8%
32 | COC(=O)C1CCN(c2ccc(C(N)=O)cc2[N+](=O)[O-])CC1 | 4% | -3% | -6% | -13%
33 | COc1ccc(NC(=O)N2CCCC(c3nc(-c4ccc(C(C)C)cc4)no3)C2)cc1 (configuration not stated) | ? | -29% | -8% | -9%
34 | O=C(C1CCN(C2CCN(Cc3ccc4c(c3)CCO4)CC2)CC1)N1CCCC1 | 7% | 6% | 9% | 0%
35 | CCOC(=O)c1ccc(-c2c(C(=O)OCC)oc3cc(O)c(CC)cc3c2=O)o1 | -5% | -27% | 4% | -9%
36 | N#Cc1cc(-c2ccccc2)nc(Oc2ccccc2)n1 | -11% | 2% | 12% | 2%
37 | Cc1ccc(C)n1-c1ncc(Br)cn1 | -5% | -4% | 3% | -7%
38 | Cc1ccc(CSCC(=O)Nc2ccc(F)cc2)cc1 | 3% | -14% | -8% | 3%
39 | CC1CC(N(C(=O)c2ccccc2Cl)c2ccccc2)c2ccccc2N1 (configuration not stated) | -6% | ? | -1% | -5%
40 | COc1ccc(OC)c(C(=O)c2ccc(Cl)cc2)c1 | -1% | -25% | 2% | -3%
41 | Cc1c(N=C2N=C(NC(=O)c3cccs3)c3ccccc32)c(=O)n(-c2ccccc2)n1C | 0% | -15% | ? | -5%
42 | Nc1nonc1-c1nc2ccccc2n1CC(=O)N1CCCCC1 | 0% | 1% | 4% | 0%
43 | CC(C)N1C(=O)CC(Nc2ccc(N3CCOCC3)cc2)C1=O (configuration not stated) | -6% | -7% | 25µM* | -2%
44 | Cc1ccc(CN2CCNC(=O)C2CC(=O)N2CCN(c3ncccn3)CC2)o1 (configuration not stated) | 13% | -5% | 0% | 2%
45 | COc1cccc(N2CCN(C(=O)CCS(=O)(=O)c3ccc4c(c3)oc(=O)n4C)CC2)c1 | · | -6% | 1%[76.3 µM] | ·

no. | HTT ATP protect | GLA spleen mod | Tau ThT inhib | Tau FP inhib
31 | 12% | 7% | -1% | 4%
32 | -10%[10 µM] | -9% | ? | 2%
33 | -11%[10 µM] | -10% | -16% | 11%
34 | 32%[10 µM] | 1% | 0% | -2%
35 | -29%[0.074 µM] | 3% | ? | -12%
36 | 12%[10 µM] | ? | 6% | 6%
37 | 0% | 4% | -4% | -1%
38 | 10%[10 µM] | 0% | -9% | -3%
39 | -76%[inhibitor] | -4% | ? | 3%
40 | 0%[10 µM] | 1% | -19% | -10%
41 | · | 12% | ? | 9%
42 | -2%[10 µM] | 2% | -5% | 1%
43 | -20% | 1% | ? | -9%
44 | · | 1% | -11% | -10%
45 | · | · | -9% | -2%

Record cards, from the list above. Order of values: GAA inhib | Tau fluor cs | GAA glycogen mod | GAA spleen mod | HTT ATP protect | GLA spleen mod | Tau ThT inhib | Tau FP inhib
O=C(c1ccc(CN2CCOCC2)cc1)N1CCN(Cc2ccccc2)CC1 across the screens: -5% | 7% | -1% | 8% | 12% | 7% | -1% | 4%
O=C1O/C(=C/c2ccccc2)c2ccccc21 across the screens: 4% | -16% | 6% | -1% | 13%[10 µM] | 4% | -5% | -15%

Three compounds out of the list, ordered by formula weight, low to high.
no. | structure | GAA inhib | Tau fluor cs | GAA glycogen mod | GAA spleen mod
43 | CC(C)N1C(=O)CC(Nc2ccc(N3CCOCC3)cc2)C1=O (configuration not stated) | -6% | -7% | 25µM* | -2%
35 | CCOC(=O)c1ccc(-c2c(C(=O)OCC)oc3cc(O)c(CC)cc3c2=O)o1 | -5% | -27% | 4% | -9%
45 | COc1cccc(N2CCN(C(=O)CCS(=O)(=O)c3ccc4c(c3)oc(=O)n4C)CC2)c1 | · | -6% | 1%[76.3 µM] | ·

no. | HTT ATP protect | GLA spleen mod | Tau ThT inhib | Tau FP inhib
43 | -20% | 1% | ? | -9%
35 | -29%[0.074 µM] | 3% | ? | -12%
45 | · | · | -9% | -2%
